Bioassay records: PubChem, several laboratories
SKKanGAS inh: inhibitors of SKKanGAS S. pyogenes growth in kanamycin (SK-promoter or general growth effect). 1.3% of 300,000 active. inhibition, % at 7.5 µM. BacTiter-Glo, 6 h;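 active = mean replicate score, as percent of positive control median, at least 50; inconclusive = mean below 50 but one replicate at or above 50; inactive = mean and every replicate below 50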;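 also: strain carries kanamycin resistance gene driven by streptokinase promoter and grows in 40 µg/ml kanamycin; loss of luminescence reflects streptokinase promoter inhibition or plain growth inhibition; 0% = median of DMSO wells and 100% = positive control at its reference dose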
HSF-1 act: increases HSF-1 driven luciferase reporter signal; NIH3T3-HGL HSF-1 luciferase reporter, MG132, 8 h; 100% = twice DMSO control signal; AID 504408; activation, % at 9 µM; 1.7% of 300,000 active;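 active = mean replicate activation of at least 50% with a set share of replicates each reaching 50%; inconclusive = only one of those two conditions met; inactive = mean below 50% and too few replicates reaching it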;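 also: 0% = median of the neutral control wells and 100% = twice that signal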
HSP90 refold inh: blocks HSP90-mediated luciferase refolding in reticulocyte lysate. Rabbit reticulocyte lysate, luciferase refolding luminescence, 3 h. inhibition, % at 5.6 µM. 0.91% of 290,000 active;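 active = inhibition above the screen-wide mean plus 3 SD, computed separately per campaign, cut at about 16% in these data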;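 also: 0% = DMSO wells and 100% = 60 µM geldanamycin wells; inhibitors lower the luminescence because luciferase stays unfolded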
aSyn 5UTR inh: 5' untranslated region of α-synuclein, MLPCN primary screen; alpha-synuclein 5'UTR reporter, inhibitor activity; 0.82% of 300,000 active; inhibition, % (tested at 7.5 µM); AID 1813; in the data active = inhibition above about 60%; inconclusive = no clear call, values can overlap the other calls;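 also: H4 neuroglioblastoma cells stably carrying SNCA 5'UTR luciferase fusion; 0% = DMSO wells and 100% = positive control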
KLF5 inhibitor: inhibitors of KLF5 expression; DLD-1 KLF5 promoter-luciferase reporter, luminescence; inhibition, % at 5 µM; 0.23% of 290,000 active; AID 1700;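 active = inhibition above a per-plate limit of that plate's mean compound inhibition plus 3 SD, cut at about 60% in these data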;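 also: 0% = DMSO wells and 100% = LY294002 at 200 µM; higher means less KLF5 promoter-driven luciferase light; inactives centre near -14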
HIF act: HIF pathway transcriptional activation | U2OS HRE-luciferase reporter, luminescence; normalized: DMSO 0%, desferrioxamine 100% | activation, % at 7.5 µM (by protocol) | 0.32% of 300,000 active | AID 1910;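 active = mean activation of at least 10% of the iron chelator positive control signal, with at least half of replicates also reaching 10%; inconclusive = mean and replicate majority disagree about reaching 10%; inactive = mean and most replicates under 10%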
Platelet DG rel: platelet dense granule release activity; human platelet-rich plasma, SFLLRN dense granule ATP release, luminescence; inhibition, %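 (compounds screened at 7.5 µM in platelet-rich plasma)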; 0.22% of 300,000 active; AID 1663;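 active = mean replicate score, as percent of positive control, at or above 50; inconclusive = mean below 50 but at least one replicate at or above 50; inactive = mean and every replicate below 50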
HSF1 inhib: HSF1 inhibition; AID 2098; 0.77% of 300,000 active; NIH3T3-HGL HSE-luciferase, MG132-induced, luminescence 8 h; active compounds read low; activity change, negative = inhibition, % at 7.5 µM (by protocol);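 active = more than half of replicate wells show activity change below -50%, luminescence cut by over half; inconclusive = some wells, but at most half, below -50%; inactive = no replicate well below -50%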;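 also: luciferase reports HSF-1 transcriptional activity via heat shock element; 0% = median of DMSO wells and -100% = zero luminescence signal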
IEC-6 cytotox: IEC-6 cytotoxicity, counter-screen for KLF5 inhibitors | AID 1825 | luminescence viability | inhibition, % at 5 µM | 0.78% of 290,000 active; in the data active = inhibition above about 22%;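 also: 0% = plate median of test compound wells and 100% = cytotoxic reference compound wells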
AI-2 QS modul: modulators of Vibrio harveyi AI-2 quorum sensing system. AID 2094. Vibrio harveyi JMH597 AI-2 luminescence/OD600 ratio, 9 h; active compounds read low; strain lacks LuxN and CqsS sensors; 0 = neutral-control median. activity change, % at 7.5 µM. 0.4% of 300,000 active; in the data active = activity change below about -75%, passing the limit was not always enough; inconclusive = no clear call, values can overlap the other calls;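 also: luminescence divided by OD600 gain over 9 h not by final OD600 alone; inactives centre near 13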
Active calls of the source: *; ? = inconclusive; nt = not tested or not shown.

Order of results: SKKanGAS inh	HSF-1 act	HSP90 refold inh	aSyn 5UTR inh	KLF5 inhibitor	HIF act	Platelet DG rel	HSF1 inhib	IEC-6 cytotox	AI-2 QS modul
- CN(Cc1ccccc1)S(=O)(=O)c1cccs1
  -13.3	-2.7	-2.3	15.8	-43.2	-0.2	7.3	-6.0	-2.2	-1.6
- Cc1cc(NC(=O)c2ccc(-c3ccc(F)c(Cl)c3)o2)no1
  -10.6	-9.9	1.6	-40.7	-15.6	0.6	-0.9	-7.7	5.3	11.8
- CC(c1ccccc1F)n1cc(C(=O)NCc2ccncc2)nn1 (centres undefined)
  -10.2	-4.6	3.0	-5.4	5.4	-0.9	nt	-5.2	0.7	-3.6
- Cc1cc(C)n2ncnc2n1
  6.5	9.6	3.5	-8.4	-45.6	-0.2	-1.3	-7.5	0.7	-3.4
- Cc1nonc1OCCNCCNc1ccccc1[N+](=O)[O-]
  0.1	17.7	1.0	0.7	-30.6	0.1	0.3	3.8	5.6	9.5
- C(=C\N1CCCCCC1)/c1nnnn1-c1ccc(-c2ccccc2)cc1
  11.9	-13.2	-7.0	5.1	-22.7	-0.3	-10.8	-6.8	11.7	10.1
- Cc1ccc(NC(=O)CCCCCN2C(=O)c3ccccc3C2=O)nc1
  -14.7	53.7*	-5.0	11.2	-5.8	-0.5	-3.8	9.6	-1.0	16.7
- O=C(O)COc1ccc2c(c1)O/C(=C\c1ccco1)C2=O
  nt	45.4	-0.6	-13.8	-38.7	-1.4	6.2	11.5	-23.8	17.9
- CC(=O)Nc1ccc(S(=O)(=O)Nc2ccccc2C(=O)NCc2cccnc2)cc1
  0.8	1.3	1.8	-0.9	-5.5	0.2	29.3	-9.3	1.2	8.2
- CCC(=O)c1cn(CCOc2ccccc2OC)c2ccccc12
  7.6	7.3	-6.2	-23.0	-22.2	-2.7	-3.2	0.7	-3.8	4.1
- CCn1c(SC(C)C(=O)NCC2CCCO2)nc2scc(-c3ccccc3)c2c1=O (centres undefined)
  4.4	1.1	nt	21.5	nt	-0.1	6.7	-0.5	nt	17.8
- CSc1ncccc1C(=O)N1CCCC(CCC(=O)NCc2ccc(F)c(F)c2)C1 (centres undefined)
  -14.6	19.3	-4.1	0.7	-0.9	-0.2	-13.1	-5.9	-0.3	3.9
- Cc1ccc(S(=O)(=O)N2CCC(=O)N(CCOCc3cccc(C)c3)CC2)cc1
  -0.7	10.9	2.7	4.1	17.2	0.1	0.7	3.6	-1.0	-2.1
- Cc1ccc(NC(=O)CSc2nnc(-c3ccoc3C)n2CCCN(C)C)cc1Cl
  -5.6	39.7	0.3	18.7	9.2	-4.0	20.6	2.2	6.3	nt
- Cn1c(C(N)=O)cnc1Sc1ncc(C(F)(F)F)cc1Cl
  -3.2	4.9	2.7	-15.8	-7.4	0.1	3.0	-6.9	3.9	21.0

Laid out differently: results already given
SMILES	SKKanGAS inh	HSF-1 act	HSP90 refold inh	aSyn 5UTR inh	KLF5 inhibitor	HIF act	Platelet DG rel	HSF1 inhib	IEC-6 cytotox	AI-2 QS modul
CCC(=O)c1cn(CCOc2ccccc2OC)c2ccccc12	7.6	7.3	-6.2	-23.0	-22.2	-2.7	-3.2	0.7	-3.8	4.1
CN(Cc1ccccc1)S(=O)(=O)c1cccs1	-13.3	-2.7	-2.3	15.8	-43.2	-0.2	7.3	-6.0	-2.2	-1.6
Cn1c(C(N)=O)cnc1Sc1ncc(C(F)(F)F)cc1Cl	-3.2	4.9	2.7	-15.8	-7.4	0.1	3.0	-6.9	3.9	21.0

(list continues)
Order of results: SKKanGAS inh	HSF-1 act	HSP90 refold inh	aSyn 5UTR inh	KLF5 inhibitor	HIF act	Platelet DG rel	HSF1 inhib	IEC-6 cytotox	AI-2 QS modul
- Cc1ccccc1N(C(=O)Cn1nnc2ccccc21)C(C(=O)NCc1ccco1)c1ccncc1 (centres undefined)
  -3.2	6.5	-0.5	3.7	16.0	-0.3	-6.8	11.0	0.5	9.4
- O=C(O)CC(CC(=O)O)(C(=O)O)c1ccccc1
  -1.7	18.3	-2.5	-1.4	2.4	-0.1	-0.2	-2.4	-5.5	33.3
- COc1ccc(-c2cccc(NS(=O)(=O)c3cc([N+](=O)[O-])ccc3C)c2)nn1
  7.4	-9.8	nt	-8.2	nt	0.1	8.6	-5.6	nt	18.9
- CC(=O)c1cc(F)c(N2CCN(C(=O)COc3ccccc3F)CC2)cc1C
  5.3	2.1	-0.8	8.2	-16.1	1.2	6.2	-2.8	0.2	22.6
- C/C(=N\NC(=O)C1CCCC1)c1ccc(Cl)c(Cl)c1
  nt	nt	-4.0	nt	-79.7	nt	nt	nt	4.6	11.6
- Cc1cccc(NC(=O)CSc2ncnc3sc(C)c(C)c23)n1
  14.5	11.2	-0.1	-2.6	-22.3	0.3	7.9	-2.8	5.3	46.9
- O=C(c1cccc(S(=O)(=O)Nc2ccccc2Cl)c1)N1CCC1
  -2.4	1.6	nt	7.8	nt	-1.6	3.7	-1.8	nt	3.1
- Cc1ccc(C(C(=O)NCc2ccccc2)N(C(=O)c2csnn2)c2cccc3ccccc23)o1 (centres undefined)
  -0.6	10.4	10.4	2.9	10.4	-1.1	-0.2	-0.4	-1.8	19.8
- Cc1ccc2c(c1C)NC(=O)C2(O)CC(=O)c1ccc2c(c1)OCO2 (centres undefined)
  0.4	-8.3	-1.5	-3.7	-14.5	0.2	3.5	-9.5	-6.2	41.2
- COCCNC(=O)C(c1ccc(O)cc1)N(Cc1cccs1)C(=O)CCC(=O)Nc1ccccn1 (centres undefined)
  -2.9	-2.6	3.1	-9.0	-5.3	0.7	1.7	-3.1	-0.4	-1.0
- CC(C(=O)Nc1cccc(S(=O)(=O)N2CCOCC2)c1)N1CCN(C/C=C/c2ccccc2)CC1 (centres undefined)
  1.8	-1.3	3.0	23.9	-14.8	-0.4	-9.1	0.4	-6.7	-4.7
- CC(NC(=S)N1CCN(c2ccccc2)CC1)c1ccccc1 (centres undefined)
  -1.0	-22.1	-0.1	24.8	-11.2	-0.3	11.9	0.7	-0.9	8.3
- CC(NC(=O)C(=O)NCc1cccs1)c1ccccc1 (centres undefined)
  7.0	-4.0	0.7	-19.4	-15.8	-1.0	5.9	-0.8	-2.5	11.0
- COc1ccccc1NC(=O)C1=C(C)Nc2nc3ccccc3n2C1c1cccs1 (centres undefined)
  -9.9	-7.7	1.5	106.1*	10.5	-1.1	-11.9	-2.4	16.2	16.2
- CCn1c(=N)n(CC(=O)c2ccco2)c2ccccc21
  -13.2	0.1	0.1	-30.7	-14.6	0.8	0.3	-1.9	4.9	-3.4
- CCOC(=O)N1CCC(n2c(SCC(=O)c3ccccc3)nc3ccsc3c2=O)CC1
  0.3	-10.5	0.9	29.9	-7.6	0.1	-0.4	-11.5	-5.5	8.1
- CSc1ccc(S(=O)(=O)N2CC(=O)Nc3ccccc32)cc1
  -1.3	6.3	-4.5	5.6	-25.6	-0.7	1.4	2.3	-3.6	15.7
- Cc1cc(N2C(=O)C(O)=C(C(=O)c3cc4ccccc4o3)C2c2ccc([N+](=O)[O-])cc2)no1 (centres undefined)
  -5.7	-6.3	-9.0	7.6	-6.5	-0.4	6.0	-8.9	-7.6	11.5
- C/C=C(/C)C(=O)Nc1cccc(C2=NOC3(C2)C[C@@H](C(N)=O)N(C(=O)CCCCC)C3)c1 (some centres undefined)
  -1.5	-1.2	nt	2.5	nt	-0.7	3.4	-8.4	nt	14.6
- O=C(N/N=C/C=C\c1ccco1)c1cccs1
  0.0	?	-2.2	-151.9	-58.8	4.2	11.4	37.8	0.7	11.2
- COc1ccccc1N1CCN(S(=O)(=O)c2cn(C)c(=O)n(C)c2=O)CC1
  -3.6	3.6	-1.9	11.6	13.1	-0.3	3.9	-4.9	-4.4	30.7
- Cc1ccc(C(=O)CSc2nnc(-c3ccccc3N)n2C)cc1
  -5.9	15.2	-1.4	-9.1	7.6	1.4	4.7	23.1	-1.2	-56.0
- COC(/C=C/Nc1ccc(C)cc1)=C(C#N)C#N
  0.3	-3.2	-1.8	-2.7	8.5	1.4	6.0	-3.0	-3.4	9.2
- O=C(CSc1nnc(SCc2cccc3ccccc23)s1)c1ccc2c(c1)OCO2
  nt	7.3	-0.6	0.5	-1.4	0.3	6.5	4.7	8.4	-1.5
- C/C(CC(=O)NC(C)(C)C)=N\NC(=O)COc1ccc(C)cc1Br
  3.9	-3.1	-1.3	-12.0	-15.3	-0.4	14.3	-2.8	3.6	-2.3
- CCCn1nnc(NC(=O)c2cccc(Cl)c2)n1
  -2.0	9.3	0.8	-64.4	-9.5	0.6	-0.2	8.0	-1.8	16.3
- Cc1c(NC(=O)/C(C#N)=C/c2ccc(-c3cc(Cl)ccc3Cl)o2)c(=O)n(-c2ccccc2)n1C
  1.9	-0.8	-5.8	-6.2	-6.2	0.5	5.1	-1.4	-8.1	2.9
- O=C(CSc1nnc(NC(=O)c2ccco2)s1)Nc1cccc(F)c1
  30.3	25.4	-3.9	-41.5	-116.5	2.4	9.4	23.9	-8.9	17.4
- COC(=O)c1[nH]c2c(c1C(=O)OC)CCc1ccccc1-2
  -0.1	12.5	2.9	-10.8	-32.2	-9.6	-1.8	2.0	-17.7	28.5
- COc1cccc(-c2nc(CS(=O)(=O)CC(=O)NCC(C)c3ccccc3)c(C)o2)c1 (centres undefined)
  -3.5	-11.9	4.8	19.5	-19.1	0.2	-9.8	-1.2	2.1	1.1
- O=C(CCC1COc2ccccc2O1)NCC1COc2ccccc2O1 (centres undefined)
  -0.8	-7.7	-0.6	20.8	-65.8	0.0	-6.0	-1.2	-4.1	5.7
